Source: PubChem
PAX8 inh HTS – inhibitors of PAX8-driven TPO luciferase reporter, primary screen, RMG-I cells, single concentration; SteadyGlo, 24 h; inhibition, % at 12.6 µM; 1.2% of 360,000 active;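 active = mean replicate inhibition at least 60% with every replicate also reaching 60%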;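 also: luciferase light reporting Pax8 driven TPO promoter activity; plate controls were median of neutral control wells for no effect and mitoxantrone controls for full effect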
PglD DTNB – C. jejuni PglD acetyltransferase inhibitors, primary screen, biochemical, DTNB colorimetric, single point. UDP-N-acetylbacillosamine N-acetyltransferase PglD (Campylobacter jejuni). purified PglD enzyme, DTNB colorimetric CoA detection. inhibition, % at 12.5 µM. 0.098% of 360,000 active. AID 602405, 2012; in the data active = inhibition above about 16%, passing the limit was not always enough; also: strong numbers were not always called active
ERAP1 inh – human ERAP1 aminopeptidase inhibitors, primary screen, biochemical, single point, plate reader. 0.15% of 340,000 active. inhibition, % at 10.7 µM. Endoplasmic reticulum aminopeptidase 1 (Homo sapiens), Q9NZ08. recombinant ERAP1, Leu-AMC fluorescence, 60 min;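 active = mean replicate inhibition of at least 30%, or all replicates individually reaching that 30% level; inactive = mean below 30% and not every replicate reaching it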;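 also: 0% = neutral control wells and 100% = L-leucinethiol positive control wells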
Target sequence (Q9NZ08 whole entry, looked up): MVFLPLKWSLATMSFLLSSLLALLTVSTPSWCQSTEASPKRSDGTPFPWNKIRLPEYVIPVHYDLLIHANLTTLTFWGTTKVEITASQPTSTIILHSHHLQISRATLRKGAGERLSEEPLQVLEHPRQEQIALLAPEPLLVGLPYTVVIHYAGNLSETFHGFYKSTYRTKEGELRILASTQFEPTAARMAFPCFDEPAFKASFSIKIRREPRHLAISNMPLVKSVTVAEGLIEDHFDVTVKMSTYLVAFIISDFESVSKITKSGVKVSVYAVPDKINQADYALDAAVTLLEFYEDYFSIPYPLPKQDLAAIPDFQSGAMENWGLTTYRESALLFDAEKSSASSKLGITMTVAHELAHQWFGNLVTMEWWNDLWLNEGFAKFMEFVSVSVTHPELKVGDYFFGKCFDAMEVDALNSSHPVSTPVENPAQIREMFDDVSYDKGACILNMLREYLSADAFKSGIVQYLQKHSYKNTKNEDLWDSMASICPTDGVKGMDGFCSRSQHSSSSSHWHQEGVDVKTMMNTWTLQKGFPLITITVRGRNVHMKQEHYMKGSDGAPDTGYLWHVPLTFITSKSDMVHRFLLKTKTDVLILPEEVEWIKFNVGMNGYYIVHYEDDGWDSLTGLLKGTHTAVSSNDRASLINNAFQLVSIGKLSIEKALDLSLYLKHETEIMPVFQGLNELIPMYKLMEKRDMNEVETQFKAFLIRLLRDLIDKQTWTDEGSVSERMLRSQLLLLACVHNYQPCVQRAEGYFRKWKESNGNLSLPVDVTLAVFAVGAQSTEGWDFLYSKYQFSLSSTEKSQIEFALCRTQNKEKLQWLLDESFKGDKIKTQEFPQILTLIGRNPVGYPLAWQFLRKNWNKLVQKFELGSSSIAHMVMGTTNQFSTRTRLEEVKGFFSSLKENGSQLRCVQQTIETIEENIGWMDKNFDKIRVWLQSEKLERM
EWS-Fli block – EWS/Fli-driven NR0B1 reporter inhibitors, primary screen, A673 cells, NR0B1 luciferase, luminescence, MLPCN library | inhibition, % at 12.6 µM | viability-normalised | 0.67% of 350,000 active;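 active = mean inhibition of at least 50% after viability correction, with every replicate also passing that limit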;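 also: firefly luciferase signal divided by Alamar Blue viability fluorescence both relative to DMSO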
PGC1a acetyl inh – inhibitors of PGC1a acetylation signal, primary screen, cell-based, U2OS, AlphaScreen, inhibitor mode. AlphaScreen anti-acetyl-lysine; with virally co-expressed GCN5 acetyltransferase. inhibition, % at 15.6 µM. 0.17% of 350,000 active;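 active = every replicate shows inhibition of at least 40%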;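 also: 0% = neutral control wells and 100% = positive control wells; some results beyond the cut were filed as inactive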
LGR2 inh – inhibitors of bursicon-induced LGR2 CRE-luciferase signal, primary screen, cell-based, HEK293, CRE-luciferase reporter, bursicon stimulation | Drosophila bursicon receptor LGR2 (rickets) | bursicon-stimulated, 4 h | inhibition, % at 9.99 µM | 0.35% of 380,000 active | AID 720647, 2013;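 active = drop in luminescence signal, shown as inhibition above about 50% in the replicate tests, limit read from the data, passing the limit was not always enough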;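 also: agonist challenge used bursicon conditioned medium at about half maximal strength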
S100A4 MyoIIA – inhibitors of S100A4-myosin IIA peptide binding, primary screen, biochemical, fluorescence polarization, TAMRA-MyoIIA peptide; Protein S100-A4 (Homo sapiens), P26447; inhibition, % at 10.7 µM; 0.14% of 360,000 active;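 active = mean inhibition of at least 70% across replicates, with every replicate also reaching that level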
Target sequence (P26447 whole entry, looked up): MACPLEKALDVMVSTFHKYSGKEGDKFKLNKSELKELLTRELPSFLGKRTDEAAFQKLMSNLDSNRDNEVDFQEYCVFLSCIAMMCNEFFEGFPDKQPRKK
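Test system – S100A4 monomer (human) · Compound – single-point compound testing · Schedule – 5 min incubation before reading · Probe or stimulus – TAMRA-labelled myosin IIA heavy-chain peptide probe, 5 nM · Benchmarks – neutral control DMSO, positive control TFP · Medium – Calcium-containing HEPES buffer, pH 7.2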
FN deposition inh – inhibitors of fibronectin matrix deposition, primary screen, AH1F cells, Alexa488-fibronectin fluorescence, plate reader. AH1F fibroblasts, overnight. inhibition, % at 12.6 µM. 0.086% of 350,000 active. AID 743247, 2014;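 active = mean inhibition across replicates of 30% or more, regardless of how many single replicates reach that level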;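 also: positive control wells lacked labelled fibronectin entirely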
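Material – AH1F fibroblast monolayer, labelled fibronectin deposition · Reagent – labelled fibronectin 24 nM · Timing – 1 h adhesion, overnight exposure · Measured by – fluorescence at 485 nm excitation, 525 nm emission · Read-out – inhibition of fibronectin deposition signal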
* marks the source's active call; other numbers are inactive results; / = not tested or not shown. Not a hit list (roughly 2.1% active in at least one column).

SMILES | PAX8 inh HTS | PglD DTNB | ERAP1 inh | EWS-Fli block | PGC1a acetyl inh | LGR2 inh | S100A4 MyoIIA | FN deposition inh
Cc1nn(CC(=O)NCCC2=CCCCC2)c(C)c1[N+](=O)[O-] | 8 | -4 | -2 | -6 | / | -11 | -11 | -5
COCCCN1C(=O)C(CC(=O)NC(c2ccccc2)c2ccccc2)CC(C(=O)N(C)C)=C1C (stereo unspecified) | 8 | 1 | 0 | -1 | 2 | -15 | -6 | -2
CC(C)NC(=O)N1CCCCN2[C@H](CO)[C@H](c3ccc(C#C[C@@H](C)O)cc3)[C@H]2C1 | 8 | 0 | / | -5 | 3 | 14 | / | /
CN(C)CCCNc1cc(Cl)c(S(=O)(=O)N2CCCCC2)cc1C(=O)O | / | -2 | -2 | 11 | -14 | -20 | -13 | /
CN(NC1OC(=O)c2ccccc21)c1ncc(C(F)(F)F)cc1Cl (stereo unspecified) | -14 | 1 | 3 | -5 | 17 | -1 | -5 | 6
COc1ccc(Cl)cc1NC(=S)NCCCN1CCCC1=O | 2 | / | 0 | -12 | -2 | -27 | -1 | 14
CCOCCCNC(=S)N1CCN(Cc2ccc3c(c2)OCO3)CC1 | 1 | / | -4 | 13 | 6 | 7 | -2 | -4
Nc1c(Cl)cc(-c2csc(NC(CO)c3nc4ccccc4n3CCOCCO)n2)cc1Cl (stereo unspecified) | 15 | -4 | -1 | 8 | -11 | -4 | -1 | 5
Cc1ccccc1OCC(=O)NNC(=O)Nc1ccccc1 | 6 | / | -1 | -5 | / | 20 | -7 | -3
C[C@H]1CN([C@@H](C)CO)C(=O)c2cccc(NS(=O)(=O)c3cccs3)c2O[C@@H]1CN(C)Cc1ccc(Cl)c(Cl)c1 | 11 | 3 | 4 | 2 | -32 | -11 | 0 | /
Cc1ccc(S(=O)(=O)N2CCOCC2)cc1NC(=O)COC(=O)c1cccnc1Cl | 3 | / | -2 | -3 | 5 | 8 | 10 | -25
Fc1ccccc1-c1nc(NCc2ccccc2)c2ccccc2n1 | 12 | 5 | -1 | 11 | -12 | / | -3 | -1
COc1cccc(/C=C2\SC(=S)N(CCC(=O)NNC(=O)c3ccccc3OC)C2=O)c1 | 35 | / | -1 | 9 | 3 | 33 | -2 | -4
Cc1ccc(CNC(=O)C2CN(S(C)(=O)=O)c3cc(Cl)ccc3O2)cc1 (stereo unspecified) | 1 | / | 6 | 5 | -28 | 18 | 1 | 1
CCS(=O)(=O)N1CC(=O)N2[C@H](CO)[C@H](c3ccc(C4=CCCCC4)cc3)[C@@H]2C1 | / | / | / | 0 | 0 | -1 | / | -6
CCN(CC(=O)Nc1ccc(NC(C)=O)cc1)C(=O)c1ccc(=O)[nH]c1 | 0 | 5 | 0 | -6 | 6 | 6 | -7 | -2
COc1ccc(S(=O)(=O)N2CCOC2CNC(=O)C(=O)NCCc2ccccc2OC)cc1C (stereo unspecified) | 5 | -5 | 0 | 10 | 8 | -3 | 0 | 1
Nc1c(Cl)cc(C2=NCCn3c2c2ccccc2[n+]3[O-])cc1Cl | 22 | 2 | 5 | 14 | -5 | 4 | -10 | 10
CCOc1ccc(C(C)C)cc1S(=O)(=O)N1CCN(C(=O)c2ccco2)CC1 | 13 | -3 | 0 | -6 | 3 | 3 | -1 | 2
COCCN1CCN(C(=O)c2cc(COc3ccc(F)cc3F)on2)CC1 | -2 | 2 | -1 | / | / | 12 | 5 | /
Cc1ccccc1CN1C(=O)CSCC1(C)C(=O)Nc1ccc2c(c1)OCCO2 (stereo unspecified) | -8 | / | 3 | 6 | / | 1 | 2 | -27
C[C@@H]1CCCCO[C@@H](CN(C)S(=O)(=O)c2ccc(Cl)cc2)[C@@H](C)CN([C@@H](C)CO)C(=O)c2cc(NC(=O)Nc3ccc4c(c3)OCO4)ccc2O1 | 9 | 1 | -1 | -5 | -12 | 3 | 3 | -7
O=C(NCCc1cn2ccccc2n1)c1cc(COc2c(F)cccc2F)on1 | -1 | 0 | -6 | 7 | -2 | 5 | 4 | 6
COC1CCCN(C(=O)c2ccc3nc(Cc4cccc(Cl)c4)oc3c2)C1 (stereo unspecified) | -44 | 3 | 1 | -32 | -1 | -2 | -6 | 3
CC(=O)Nc1ccc(S(=O)(=O)NNC(=O)c2cccc([N+](=O)[O-])c2)cc1 | -18 | 2 | 0 | -1 | / | -1 | -8 | 0
COc1ccc(C(=O)Nc2ccc3c(c2)OC[C@@H](C)NC[C@H](C)[C@@H](OC)CN(C)C3=O)cc1 | / | -3 | -3 | -5 | 5 | 1 | 8 | 1
COc1ccc(S(=O)(=O)N(C)c2ccc(C(=O)N3CCC(C(N)=O)CC3)cc2)cc1OC | -22 | 5 | 0 | -1 | 1 | -18 | -9 | 6
COC(=O)C(Cc1csc2ccc(Cl)cc12)NC(=O)c1ccc(Cl)cc1 (stereo unspecified) | -14 | / | 3 | 5 | / | -12 | 0 | -2
Cc1ccccc1S(=O)(=O)N1CC[C@@H]2[C@H](CO)Nc3ccc(-c4ccccc4F)cc3[C@@H]21 | -4 | 0 | -1 | -9 | -2 | -18 | 1 | -4
O=C(Nc1cc(S(=O)(=O)N2CCOCC2)ccc1N1CCOCC1)C1CCCO1 (stereo unspecified) | -1 | / | 2 | 13 | -2 | 5 | 5 | -9
O=C(COc1ccc2ccccc2c1)Nc1cccnc1Cl | -1 | 0 | -1 | -12 | / | -3 | 1 | -12
COCCCNC(=O)CN1C(=O)c2cccc3cccc1c23 | 14 | 5 | 10 | 11 | / | 11 | -1 | -9
Cc1ccccc1-n1c(SCC(=O)N/N=C/C=C/c2ccccc2[N+](=O)[O-])nc2ccccc2c1=O | 28 | / | -4 | 4 | / | 7 | 1 | 8
C[C@@H]1CN([C@@H](C)CO)C(=O)c2cc(NC(=O)Nc3cccc4ccccc34)ccc2O[C@@H]1CN(C)Cc1ccc(C(=O)Nc2ccccc2N)cc1 | / | 0 | 2 | 36 | 1 | 13 | -22 | /
C[C@H]1CN([C@@H](C)CO)C(=O)c2cccc(NS(=O)(=O)c3cn(C)cn3)c2O[C@@H]1CN(C)Cc1ccc(Cl)c(Cl)c1 | -8 | 4 | 0 | -8 | -41 | 0 | 7 | /
Cc1cc(S(=O)(=O)NCc2ccc(N3CCN(C)CC3)cc2)c(C)s1 | 3 | 7 | 1 | -3 | 3 | -12 | -3 | 1
O=C(CSc1nnc(-c2ccccn2)o1)Nc1cccc(Cl)c1 | -205 | 4 | -2 | -123 | / | -8 | 2 | 6
CCC(=O)Nc1ccc2c(c1)OC[C@@H](C)N(C(=O)CN(C)C)C[C@@H](C)[C@H](OC)CN(C)C2=O | 1 | -3 | 0 | 4 | -4 | 3 | 1 | -28
CCN(Cc1ccc2c(c1)OCO2)C(=O)/C=C/c1cccc(Br)c1 | -16 | 0 | 2 | 0 | / | -10 | 0 | 1
O=C(Nc1ccc(S(=O)(=O)N2CCCC2)cc1)c1cccnc1Cl | 2 | / | 1 | 4 | / | 3 | -7 | 4
CC1C(=O)c2ccccc2CC1C(=O)O (stereo unspecified) | 10 | -6 | 1 | -5 | -1 | 15 | 16 | 3
Cc1ccc(-c2cc(C(F)F)n3ncc(C(=O)Nc4c(C)nn(Cc5c(Cl)cccc5Cl)c4C)c3n2)cc1 | 21 | 1 | / | / | 59 | / | / | -9
Cc1ccc(S(=O)(=O)N(C)C)cc1NC(=O)c1cncc(Br)c1 | 57 | -5 | 2 | 8 | / | 43 | -2 | -3
COc1ccc(NC(=O)Nc2ccc3c(c2)C(=O)N([C@@H](C)CO)C[C@@H](C)[C@H](CN(C)S(=O)(=O)c2ccc(F)cc2)O3)cc1 | -4 | 2 | / | -4 | 9 | 5 | / | /
O=C(NCCCN1CCOCC1)c1ccc(Cl)c([N+](=O)[O-])c1 | -12 | -5 | / | 10 | -9 | -2 | 8 | -4
C[C@H](CO)N1C[C@H](C)[C@H](CN(C)C(=O)C2CCCCC2)OCCCC[C@H](C)Oc2ccc(NS(=O)(=O)c3cn(C)cn3)cc2C1=O | 18 | 2 | 3 | -2 | 4 | -2 | -32 | /
CC(C)(C)NC(=O)C(c1cc2ccccc2o1)n1c(=O)c(-c2cc3ccccc3[nH]2)nc2ccccc21 (stereo unspecified) | 16 | / | -3 | -11 | / | 1 | 1 | -1
O=C(Cc1ccccc1)NCCCNC(=O)Cc1ccccc1 | / | 4 | -1 | -3 | 1 | 5 | 0 | 4
COc1ccc(CCN2C(=O)CC(Cc3cccc(C)c3)C2=O)cc1OC (stereo unspecified) | 15 | / | 4 | 5 | 5 | 27 | 1 | -5
O=C(Nc1cc(F)ccc1F)N1CCCCN2[C@@H](CO)[C@@H](c3ccc(C4=CCCCC4)cc3)[C@@H]2C1 | -4 | 1 | 0 | 13 | -17 | 12 | -3 | -1
O=S1(=O)CC(N2CCCC2)CN1Cc1cn(Cc2ccc(F)cc2)nn1 (stereo unspecified) | 6 | / | -2 | 5 | / | -7 | -3 | 8
CC(=O)Nc1c(Cl)cc2c(c1Cl)Cc1cc(N)ccc1-2 | -133 | -2 | -1 | -28 | 11 | / | -1 | -4
COc1ccc(C(c2c(C)[nH][nH]c2=O)c2c(C)[nH][nH]c2=O)cc1Br | 11 | -6 | 1 | 7 | 8 | 10 | -42 | 1
O=C(CC1OC(=O)c2ccccc21)Nc1cc(Cl)ccc1N1CCCC1 (stereo unspecified) | 27 | -4 | 7 | -7 | / | 12 | -1 | 0
CCOC(=O)c1nnn2c1nc(Nc1cccc(C(F)(F)F)c1)c1ccccc12 | 2 | -5 | -1 | 6 | 1 | / | -1 | 1
CC(C)n1cc(CN2CCC(C(=O)Nc3ccc(Oc4ccccc4F)cc3)CC2)cn1 | 32 | 1 | 0 | 30 | -8 | 2 | 0 | 6
CO[C@@H]1CN(C)C(=O)c2ccc(NC(=O)Nc3ccccc3F)cc2OC[C@@H](C)N(Cc2ccccc2F)C[C@H]1C | 71* | 4 | 2 | -4 | -1 | -1 | -2 | -5
Cc1ccc(C)c(Nc2ncccc2C(=O)NCc2cccs2)c1 | -8 | 3 | 2 | 13 | -16 | -6 | 4 | -7

For reference, some entries already given.
SMILES | PAX8 inh HTS | PglD DTNB | ERAP1 inh | EWS-Fli block | PGC1a acetyl inh | LGR2 inh | S100A4 MyoIIA | FN deposition inh
COc1ccc(CCN2C(=O)CC(Cc3cccc(C)c3)C2=O)cc1OC (stereo unspecified) | 15 | / | 4 | 5 | 5 | 27 | 1 | -5
O=C(Nc1cc(F)ccc1F)N1CCCCN2[C@@H](CO)[C@@H](c3ccc(C4=CCCCC4)cc3)[C@@H]2C1 | -4 | 1 | 0 | 13 | -17 | 12 | -3 | -1
O=S1(=O)CC(N2CCCC2)CN1Cc1cn(Cc2ccc(F)cc2)nn1 (stereo unspecified) | 6 | / | -2 | 5 | / | -7 | -3 | 8
CC(=O)Nc1c(Cl)cc2c(c1Cl)Cc1cc(N)ccc1-2 | -133 | -2 | -1 | -28 | 11 | / | -1 | -4
COc1ccc(C(c2c(C)[nH][nH]c2=O)c2c(C)[nH][nH]c2=O)cc1Br | 11 | -6 | 1 | 7 | 8 | 10 | -42 | 1
